# NPYLR7 agonist – activates Aedes aegypti NPYLR7 receptor. HEK293T NPYLR7/Galpha15, GCaMP6s calcium fluorescence. activation, % at 10 µM. 0.15% of 270,000 active; in the data active means activation above about 40%;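 further: 0% = vehicle and 100% = reference agonist at the receptor; some compounds past the cut are filed as inactive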
# hcGAS inh – blocks human cGAS activity; Q8N884; inhibition, % at 12.5 µM; 0.081% of 290,000 active; recombinant h-cGAS, ATP depletion, Kinase-Glo luminescence;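 further: 0% = vehicle reaction and 100% = reaction without DNA for no activity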
# Target sequence (Q8N884 whole entry, looked up): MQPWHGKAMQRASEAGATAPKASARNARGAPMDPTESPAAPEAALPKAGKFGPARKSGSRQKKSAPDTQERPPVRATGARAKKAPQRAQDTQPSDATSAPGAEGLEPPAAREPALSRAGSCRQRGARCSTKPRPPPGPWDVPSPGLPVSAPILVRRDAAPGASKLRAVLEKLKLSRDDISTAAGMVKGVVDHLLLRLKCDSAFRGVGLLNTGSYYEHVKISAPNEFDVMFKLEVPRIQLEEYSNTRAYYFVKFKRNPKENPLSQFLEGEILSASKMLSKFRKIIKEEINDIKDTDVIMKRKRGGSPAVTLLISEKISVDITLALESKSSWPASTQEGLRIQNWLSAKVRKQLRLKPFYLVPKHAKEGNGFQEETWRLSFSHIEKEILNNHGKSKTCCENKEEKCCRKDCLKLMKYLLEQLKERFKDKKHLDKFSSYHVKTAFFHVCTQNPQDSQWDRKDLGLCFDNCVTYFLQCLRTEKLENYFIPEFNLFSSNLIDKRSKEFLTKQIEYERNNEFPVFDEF
# mcGAS inh – mouse cGAS inhibition by luminescence; Q8C6L5; recombinant cGAS, Kinase-Glo ATP depletion luminescence; inhibition, % at 12.5 µM; 0.15% of 160,000 active; AID 1259399;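 further: 0% = negative control wells and 100% = reference inhibitor with no enzyme activity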
# Active calls of the source: *; nt = not tested or not shown; & = joins results of further samples. Unless noted, no stated cut-off is given here; in the data, active means inhibition above about 40%; inactive means the rest.
compound | NPYLR7 agonist | hcGAS inh | mcGAS inh
CN1CC2(CCN(C(=O)c3ccc(Cl)cc3O)CC2)CC1C(=O)O (stereo not drawn) | -4 | -5 | -11
CCN(Cc1cccc(C(=O)Nc2cn(C)nn2)c1)[C@H]1COC[C@@H]1O | 20 | -2 | -16
CC1CCCCC1NC(=O)c1ccc(S(=O)(=O)N2CCCC2)cc1 (stereo not drawn) | 6 | -8 | -9
CC(NC(C)C(C)C)C(=O)NC(=O)NCc1ccccc1 (stereo not drawn) | 1 | -10 | nt
NC(=O)N1CCN(C(=O)c2ccc(CSc3ccccn3)cc2)CC1 | 11 | 0 | nt
CCCS(=O)(=O)N1CCCC(C(=O)N2CCN(c3oc(C4CC4)nc3C#N)CC2)C1 (stereo not drawn) | 0 | -4 | nt
Cc1ccc(CN2CCN(Cc3c(C)nc4sccn34)CC2CCO)o1 (stereo not drawn) | 14 | -9 | -9
CCNC(=O)N1CCN(S(=O)(=O)c2cccc(F)c2)CC1 | 6 | -4 | -8
COCCCNc1nc2ccccn2c(=O)c1C=C1SC(=S)N(C2CCCCC2)C1=O | 1 | 10 | -2
CNc1ncccc1C(=O)NCC1CCN(Cc2cnc(C)[nH]2)C1 (stereo not drawn) | 31 | -6 | nt
COC(=O)C(c1ccc(F)cc1Cl)C1C=CC(NC(=O)c2ccc(OC(F)(F)F)cc2)C1 (stereo not drawn) | 2 | -5 | -4
Cc1nnc2c(N3CCCC3)nc3ccccc3n12 | 9 | -5 | nt
COc1ccc(F)c(F)c1-c1c(-c2ccccc2)ncn1CCC1CCCN1C (stereo not drawn) | 3 | -3 | -9
COc1ccc(C2c3cccn3-c3ccccc3N2C(=O)CN(C(=O)c2ccc(Cl)cc2Cl)C(C)C)cc1 (stereo not drawn) | -7 | -6 | -5
C=CCCC(O)(CCC=C)c1ccc(CN(Cc2ccc(C)o2)CC2CCCO2)o1 (stereo not drawn) | 2 | 2 | -3
Cc1ccc(-n2c(CCC(=O)N3CCc4ccccc4C3)cc3c2-c2ccccc2OC3)c(F)c1 | 1 | -4 | -9
COc1ccc(OC)c(C2NC(=O)N(C)C3=C2C(=O)N(CCc2ccc(OC)c(OC)c2)C3)c1 (stereo not drawn) | 3 | 3 | 1
CC(=O)Nc1sc2c(c1C(=O)Nc1cccc3ccccc13)CCC(C)C2 (stereo not drawn) | -10 | -1 | -2
c1cncc(COC2CCCN(Cc3ccc4nonc4c3)C2)c1 (stereo not drawn) | 9 | -1 | nt
COc1ccccc1C1SCC(=O)N1CCN1CCN(C(=O)c2ccccc2Cl)CC1 (stereo not drawn) | 5 | 2 | -4
Cn1cnc(S(=O)(=O)N2CCCCC2c2cc(C(=O)NCc3ccc(F)cc3)no2)c1 (stereo not drawn) | 1 | -9 | -9
CCN(C/C=C/c1ccccc1)C(=O)CC1=CCNCC1 | 18 | -4 | -11
COc1ccc(NC(=O)NCCOc2cc(N3CCCC3)ncn2)c(OC)c1 | 0 | -3 | nt
COc1cc(NC(=O)c2ccc(Cl)c(N3CCCC3=O)c2)c(OC)cc1Cl | 3 | -4 | nt
Cc1cccc(-n2ccnc2CN2CCCC(N3CCC(CO)CC3)C2)c1 (stereo not drawn) | 12 | -2 | nt
O=C(CNCc1ccccn1)Nc1cc(S(=O)(=O)N2CCCCC2)ccc1Cl | -2 | 3 | nt
CCOc1ccc(NC(=O)N2CCN(C(c3ccc(F)cc3)c3ccc(F)cc3)CC2)cc1 | 4 | -3 | -6
Cc1cccc(-c2nc(C)c(Cc3ccccc3)c(N3CCN(S(=O)(=O)c4c(C)cc(C)cc4C)CC3)n2)c1 | -12 | -1 | 1
CCN(CC)c1ncccc1CNC(=O)CN1CC(c2ccccc2)CC1=O (stereo not drawn) | 17 | -9 | -13
CC1CC(C)CN(S(=O)(=O)c2ccc(NC(=O)CSC3=NCCN3)cc2)C1 (stereo not drawn) | 1 | -4 | nt
COc1ccc(C)cc1-n1c(SCC(=O)O)nnc1-c1cc(C)nn1C | 8 | 44* | -9
Cc1cnc(CNC(=O)CCCn2cnc3ccccc3c2=O)cn1 | nt | -5 | -10
Cc1ccccc1NC(=O)N1CCC2(CC1)SCCN2C(=O)COc1ccc(Cl)cc1 | 8 | -7 | -6
Nn1ccc2nc3ccn(Cc4ccccn4)c(=O)c3cc2c1=O | 3 | -6 | nt
CCN(CCn1cccn1)C(=O)C1COc2ccccc2O1 (stereo not drawn) | -5 | -5 | nt
Cc1cccc(-c2nnc(NC(=O)C(C)NC(=O)c3ccc([N+](=O)[O-])cc3Cl)s2)c1 (stereo not drawn) | 8 | -1 | -5
CCN(c1ccccc1)S(=O)(=O)c1ccc(NC(=O)c2cccc(N3CCCC3=O)c2)cc1 | -2 | 4 | nt
CC(C)(C)c1nc(CN2CCC(O)(CO)CC2)no1 | 18 | -1 | nt
COc1ccc(N2C(=O)c3cccc4cccc(c34)C2=O)cc1 | -5 | -8 | -5
CCCCS(=O)(=O)N(C)C(=O)c1cscc1C | 4 | -9 | nt
CS(=O)(=O)NC1CCN(c2nccc(CCC(F)(F)F)n2)CC1 | 0 | -3 | -11
COc1cc(C=C2SC(=O)N(CCNC(=O)c3ccc4c(c3)CCCC4)C2=O)cc(OC)c1OC | -4 | -7 | nt
CC(c1nccs1)N(C)C(=O)CCc1nnc(-c2ccc(-c3ccccc3)cc2)o1 (stereo not drawn) | 2 | -7 | -6
CCOCCCN(CC(=O)N(Cc1ccccc1)Cc1cccn1Cc1ccc(F)cc1)C(=O)COc1ccc(Cl)cc1 | 21 | -3 | -6
O=C(C1CC1)N1CCN(c2ccc(-c3ccccn3)nn2)CC1 | 0 | -7 | nt
CSc1ccccc1NC(=O)C(C)N1CCC(c2ccc(O)cc2)CC1 (stereo not drawn) | 6 | -1 | nt
Cc1ccc(C2(O)CCN(C(=O)Cn3nc(C)cc3N)CC2)nc1 | 9 | -5 | -19
COc1ccc(C2CC(=O)C3C(=Nc4onc(C)c4C3c3cccs3)C2)cc1 (stereo not drawn) | -2 | -1 | nt
CN(Cc1cccc(Cl)c1)C(=O)CCc1c[nH]c2ccccc12 | 5 | 4 | nt
COc1cc(C=CC(=O)N2CCN(c3nc(-c4ccccc4)ns3)CC2)ccc1OCc1ccccc1 | 0 | -8 | -3
Cc1ccccc1S(=O)(=O)NC(=O)C1(C)CCN1C(=O)C1(c2ccc(Cl)cc2)CCC1 (stereo not drawn) | -4 | -8 | nt
COc1ccc(NC(=O)CNC(=O)CN(Cc2ccc(F)cc2)C(=O)c2ccccc2OC)cc1 | 1 | -9 | -3
CC(=O)N[C@@H]1C[C@H](Cc2ccccc2)O[C@H](c2cc(C(C)(C)C)n[nH]2)C1 | 9 | 0 | -14
Nc1ncn([C@H]2C[C@H](O)[C@@H](CO)O2)c(=O)n1 | -7 | 3 | -7
COc1ccc(Oc2ccc([N+](=O)[O-])cc2C(=O)N2CCC3(CC2)OCCO3)cc1 | -10 | -4 | -6
COC(=O)CSc1nnc2n1CCN2c1ccccc1 | 17 | -3 | -8
CCS[C@H]1CCN(C(C)=O)[C@@H]1C(=O)OC | 7 | -6 | -6
Cc1ccc(S(=O)(=O)Cc2nc(-c3ccc(C(=O)NCc4cccnc4)cc3)oc2C)cc1 | -6 | -2 | -2
O=C(CCSc1ccccc1Br)NC1CCN(C(=O)C2CC2)CC1 | 1 | -10 | nt
CC1SC(c2ccccc2F)N(CC(=O)NCCN(C)C)C1=O (stereo not drawn) | 25 | -3 | -4

# The results go on:
compound | NPYLR7 agonist | hcGAS inh | mcGAS inh
CS(=O)(=O)N1C[C@H]2CNC[C@@]2(C(=O)N2CCc3ccccc3C2)C1 | 0 | -11 | nt
COCc1ccc(C(=O)Nc2ccc(-c3nc(CNC(=O)C4CCCCCN4C)c(C)o3)cc2)o1 (stereo not drawn) | -2 | -12 | nt
Cc1cc(C(=O)NCc2cccnc2N2CCc3ccccc3C2)no1 | 15 | -6 | nt
CCCCC(CC)CNC(=O)c1cncn1-c1cccc(-c2cccc3c2sc2ccccc23)c1 (stereo not drawn) | 10 | -6 | -6
CCCn1c(N)c(N(CCOC)C(=O)CC2CC3CCC2C3)c(=O)[nH]c1=O (stereo not drawn) | 8 | -5 | nt
Cc1ccc(C(=O)N(C)Cc2nnnn2C)cc1C | 4 | 2 | nt
NC(=O)c1cnc2n1CCN(C(=O)c1ccccc1N1CCOCC1)C2 | 8 | -6 | nt
Cc1noc(C)c1C(C)C(=O)NCC1(O)CCC(C(C)(C)C)CC1 (stereo not drawn) | -1 | -3 | nt
c1ccc(Cc2nc(CCn3nnc(-c4ccccc4)n3)n[nH]2)cc1 | 10 | -3 | nt
C=CC(=O)Nc1cccc(-c2cccc(-c3cccc(OC)c3)n2)c1 | 30 | -6 | -6
O=C(NCc1ccc(-c2ncc(-c3ccc(F)cc3)[nH]2)cc1)c1cccc(Cl)c1Cl | 1 | -2 | -5
CCOC(=O)c1nn(-c2cc(C(=O)OC)cc(C(=O)OC)c2)cc1O | 0 | -2 | nt
CCCCCCC(=O)Nc1c(-c2ccc(C(F)(F)F)cc2)nc2ccccn12 | -4 | -6 | -7
CC1CN(C(=O)CCCSc2nnc(Cc3ccccc3)n2-c2ccccc2)CCN1C(=O)c1ccc(Cl)c([N+](=O)[O-])c1 (stereo not drawn) | 1 | 4 | 0
O=c1c(C(F)(F)F)cccn1CCn1cnc2ccsc2c1=O | 0 | -11 | nt
Cc1nc(C(F)(F)F)ccc1C(=O)N1CCC1(C)C(=O)NS(C)(=O)=O (stereo not drawn) | -1 | -9 | nt
CCC(=O)CC(Nc1ccc(I)cc1)c1ccccc1 (stereo not drawn) | 9 | 0 | nt
CCCn1c(=NC(=O)C2=COCCO2)sc2c(C)ccc(OC)c21 | -1 | -4 | -9
COCCN(CC(=O)N(Cc1cccn1Cc1ccc(Br)cc1)C1CCCCC1)C(=O)c1cccc(Cl)c1 | -6 | -4 | -5
Cc1nsc(NC(=O)N[C@@H]2CCCC[C@H]2c2ccccc2)n1 | 1 | -7 | nt
CC(=O)CC(c1ccc([N+](=O)[O-])cc1)c1c(O)c2ccccc2oc1=O (stereo not drawn) | -6&1 | -1&-3 | -5
CCCCN(C=O)c1c(CC)nc2ccc(C(=O)NCCCN3CCCC3=O)cn12 | 10 | -4 | -3
Cc1cc(-c2csc(NC(=O)c3cc(=O)[nH]c4ccccc34)n2)c(C)n1C | 2 | -8 | nt
Cc1noc(C)c1CC(=O)NCc1cccc(C(F)(F)F)c1 | -1 | -4 | nt
CCC(C)N(Cc1c(-c2ccc(F)cc2)noc1N1CCN(C)CC1)C(=O)c1ccc(F)cc1 (stereo not drawn) | 4 | -3 | -4
CCCCNC(=O)Cn1cnc2c1c(=O)n(C)c(=O)n2C | 16 | -7 | -5
C=CCn1c(SCC(=O)c2ccccc2)nc2sc(C)c(C)c2c1=O | -6 | -6 | -8
CC1=CC(=NNC(=S)Nc2cc(C)ccc2C)CC1 | 1 | -6 | nt
Cc1ccc(C(=O)N2CCCC(N3CCC(C)CC3)C2)cc1 (stereo not drawn) | 1 | -7 | nt
CCOC(=O)c1[nH]c(C)c(CC(C)C)c1C | -2 | -5 | nt
CCNC(=O)C(C)N1CCC(n2nccc2NC(=O)CC(C)C)CC1 (stereo not drawn) | nt | -1 | -4
CC(Oc1ccc(Cl)cc1Br)C(=O)NNC(=O)c1ccco1 (stereo not drawn) | 17 | 3 | nt
COCCN1C(=O)c2cnc(C)nc2C1C (stereo not drawn) | 2 | -2 | nt
CC(C)COc1ccc(CC(=O)Nc2ccccc2O)cc1 | -1 | -6 | nt
O=C(c1ccc2c(c1)OCO2)N1[C@@H](c2ccccc2)[C@@H](CO)C[C@]12CCCCNC2=O | 1 | -2 | -6
O=C(c1ccccc1Oc1ccccc1)N1CCC(O)(C(=O)O)CC1 | -3 | -4 | nt
CCOC(=O)c1c(NC(=O)c2ccc(Cl)nc2)sc2c1CCCC2 | 12 | -9 | -5
CCc1nc2c(sc3nc(N4CCOCC4)c4c(c32)CC(C)(C)OC4)c(=O)o1 | 6 | -1 | -4
Cc1ccc(Cl)c(OCC(=O)NC2CCc3ccccc32)c1 (stereo not drawn) | 0 | -14 | nt
Cn1c(=O)c2c(SCCO)nc(-c3ccc(Cl)cc3)nc2n(C)c1=O | -4 | -1 | -6
CN(C(=O)c1ccsc1)C(Cc1ccccc1)C1CCN(C(=O)/C=C/c2ccccc2)CC1 (stereo not drawn) | 9 | -3 | -9
CN(C)S(=O)(=O)N1CCC2(CCCN(CC3CCCCC3)C2=O)C1 (stereo not drawn) | 13 | -3 | -9
Cc1nc(NC(=O)Cc2cc(F)cc3c2OCOC3)sc1C | 2 | -15 | -8
CCOc1ccc(C(=O)NCCNc2ccc(Nc3cccnc3)nn2)cc1 | 0 | -5 | -8
CCSc1nc2n(n1)C(c1cccs1)C1C(=O)CCCC1=N2 (stereo not drawn) | 8 | -9 | -4

# Screening results as filed in PubChem BioAssay.
